Screening data as filed in PubChem.
TRPC6 act = activators of mouse TRPC6 channel | B-score at 10 µM | 310,000 compounds, 0.13% hits | HEK293-TRPC6 membrane potential dye fluorescence; hits give high values;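 active = B-score of the integrated fluorescence ratio above library mean plus 3 SD, and starting fluorescence ratio within library mean plus 5 SD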;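 note: higher score means more depolarization so channel activation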
Target sequence (Q61143 whole entry, looked up): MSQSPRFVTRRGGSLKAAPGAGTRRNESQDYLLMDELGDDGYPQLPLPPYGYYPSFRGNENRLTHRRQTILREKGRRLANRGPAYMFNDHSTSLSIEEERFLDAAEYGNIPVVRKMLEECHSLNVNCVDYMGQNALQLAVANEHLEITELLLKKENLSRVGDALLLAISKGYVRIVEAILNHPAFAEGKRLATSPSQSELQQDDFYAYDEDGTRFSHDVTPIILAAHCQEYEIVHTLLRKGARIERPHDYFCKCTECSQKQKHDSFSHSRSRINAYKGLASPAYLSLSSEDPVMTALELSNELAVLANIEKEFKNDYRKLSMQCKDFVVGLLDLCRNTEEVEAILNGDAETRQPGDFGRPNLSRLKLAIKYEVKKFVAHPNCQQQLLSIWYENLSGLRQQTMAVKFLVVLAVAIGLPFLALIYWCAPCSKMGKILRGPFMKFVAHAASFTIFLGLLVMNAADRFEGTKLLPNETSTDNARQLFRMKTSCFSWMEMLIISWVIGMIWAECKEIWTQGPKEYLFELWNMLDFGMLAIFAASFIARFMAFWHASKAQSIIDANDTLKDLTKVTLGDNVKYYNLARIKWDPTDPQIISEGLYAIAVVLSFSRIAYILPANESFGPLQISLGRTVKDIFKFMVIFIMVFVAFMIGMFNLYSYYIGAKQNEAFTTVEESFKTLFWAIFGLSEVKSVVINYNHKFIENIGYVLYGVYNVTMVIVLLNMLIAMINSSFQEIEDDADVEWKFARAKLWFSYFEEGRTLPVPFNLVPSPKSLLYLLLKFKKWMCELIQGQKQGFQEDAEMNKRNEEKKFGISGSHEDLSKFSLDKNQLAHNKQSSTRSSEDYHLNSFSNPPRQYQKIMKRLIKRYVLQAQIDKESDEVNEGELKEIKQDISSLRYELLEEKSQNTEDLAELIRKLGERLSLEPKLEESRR
MrgX1 allo act = human MrgX1 positive allosteric modulation, primary screen; MrgX1-HEK293, Fluo-4 calcium flux, FDSS; hits give high values; B-score at 10 µM; 310,000 compounds, 0.63% hits; AID 588675;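 active = plate-corrected calcium response at least 3 library SD above typical, normal starting fluorescence, not activating the receptor alone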;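 note: compound read alongside a low EC10 to EC30 dose of BAM8-22 agonist; peak minus trough fluorescence over baseline measured at the second addition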
RGS4 block = inhibitors of human RGS4; B-score at 10 µM; P49798; HEK293 M3R/RGS4 inducible, Fluo-4 calcium flux; hits give high values; triggered by carbachol at its EC20; 310,000 compounds, 0.45% hits;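 active = B-score, a plate-corrected calcium signal, over three deviations above library mean, with baseline fluorescence within five deviations of library mean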;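 note: RGS4 expression induced by doxycycline in cells with stable M3 receptor; B-score is computed from the integrated fluorescence ratio over baseline after carbachol; higher B-score means a larger calcium signal and so more RGS4 inhibition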
HIF act = HIF pathway transcriptional activation; U2OS HRE-luciferase reporter, luminescence; normalized: DMSO 0%, desferrioxamine 100%; AID 1910; 300,000 compounds, 0.32% hits; activation, % at 7.5 µM (by protocol);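 active = mean activation of at least 10% of the iron chelator positive control signal, with at least half of replicates also reaching 10%; inconclusive = mean and replicate majority disagree about reaching 10%; inactive = mean and most replicates under 10%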
TRPC6 inh = mouse TRPC6 channel inhibition | B-score at 10 µM | Q61143 | HEK293-TRPC6, membrane potential dye, ACh-evoked depolarization; hits give low values | 310,000 compounds, 1.1% hits;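 active = B-score under library mean minus 3 SD, initial fluorescence not abnormally high, positive integrated signal ratio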;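 note: B-score derived from integrated fluorescence ratio over the kinetic read; more negative B-score means stronger inhibition of depolarization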
TRPC4 block = blocks the mouse TRPC4 cation channel; 300,000 compounds, 0.39% hits; Q9QUQ5; HEK293 TRPC4beta/mu-opioid, DAMGO-evoked Fluo4 calcium flux; hits give low values; AID 2247; B-score at 10 µM;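 active = B-score over 3 SD under the library average, no early fluorescence shift, positive overall ratio signal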
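Assay system: Stable TRPC4beta/mu-opioid receptor HEK293 cells | Reagent: DAMGO in two steps, submaximal then maximal | Compound dosing: Single concentration per test compound | Signal: Fluo4 Ca2+ flux fluorescence | Evaluation: Per-well B score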
RGS4 pot = RGS4 potentiation or activation. HEK293 M3R/inducible RGS4, carbachol calcium flux Fluo4; hits give low values. B-score at 10 µM. 310,000 compounds, 0.92% hits;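 active = B-score of the integrated calcium signal more than 4 SD below the library mean, with starting fluorescence not abnormally high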;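 note: negative B-score means reduced calcium response which marks RGS4 activation or potentiation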
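Assay system: HEK293 FlpIn-TREx cells, stable M3R, doxycycline-inducible RGS4 / Probe or stimulus: carbachol, ECmax concentration / Times: overnight RGS4 induction, 30 min dye load 37 °C, 20 min compound RT / Signal: kinetic calcium fluorescence imaging with Fluo4-AM dye, 2 µM / Measure: Agonist-evoked peak-minus-minimum fluorescence over baseline, integrated ratio, B score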
MrgX1 ag = human MrgX1 receptor agonism, primary screen; MrgX1-HEK293 cells, Fluo-4 calcium fluorescence, agonist mode; hits give high values; Q96LB2; 310,000 compounds, 0.44% hits; B-score at 10 µM;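 active = calcium response B-score plate-corrected fluorescence ratio at least 3 library SD, with starting fluorescence B-score inside 5 SD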
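times = overnight plating, then 30 min 37 °C plus 30 min room-temperature dye loading | assay system = stable human MrgX1 HEK293 cell line | input = fifteen thousand cells per well | signal = kinetic calcium dye fluorescence, Fluo-4 NW | dosing = compound delivered in addition one of three | read-out = B-scored fluorescence response ratio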
Platelet DG rel = platelet dense granule release activity | AID 1663 | human platelet-rich plasma, SFLLRN dense granule ATP release, luminescence | inhibition, %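 (compounds screened at 7.5 µM in platelet-rich plasma)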 | 300,000 compounds, 0.22% hits;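 active = mean replicate score, as percent of positive control, at or above 50; inconclusive = mean below 50 but at least one replicate at or above 50; inactive = mean and every replicate below 50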
SKKanGAS inh = inhibitors of SKKanGAS S. pyogenes growth in kanamycin (SK-promoter or general growth effect). BacTiter-Glo, 6 h. inhibition, % at 7.5 µM. 300,000 compounds, 1.3% hits. AID 1662;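 active = mean replicate score, as percent of positive control median, at least 50; inconclusive = mean below 50 but one replicate at or above 50; inactive = mean and every replicate below 50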;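 note: strain carries kanamycin resistance gene driven by streptokinase promoter and grows in 40 µg/ml kanamycin; loss of luminescence reflects streptokinase promoter inhibition or plain growth inhibition; 0% = median of DMSO wells and 100% = positive control at its reference dose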
MrgX1 antagonist = human MrgX1 receptor antagonism, primary screen | Q96LB2 | MRGX1-HEK293 calcium flux, Fluo-4, BAM8-22 antagonism; hits give low values | B-score at 10 µM | 310,000 compounds, 1.3% hits | AID 588676;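 active = calcium-response B-score plate-corrected more than 3 library SD below zero, starting fluorescence within 5 deviations, no agonist response on first addition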;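 note: peak minus trough fluorescence over baseline after final BAM8-22 challenge near maximal dose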
Active calls of the source: *; i = inactive; ? = inconclusive; . = not tested or not shown.

SMILES	TRPC6 inh	MrgX1 antagonist	SKKanGAS inh	HIF act	RGS4 pot	Platelet DG rel	TRPC6 act	RGS4 block	MrgX1 allo act	TRPC4 block	MrgX1 ag
C1=C(CCNc2ncnc3c2cnn3-c2ccccc2)CCCC1	i	i	-10	1.8	i	-36	i	i	i	i	i
CCOC(=O)CC1(NC(=O)c2cc(COc3c(F)cccc3F)on2)CCCCC1	i	i	-1	-0.4	i	0	i	i	i	i	i
COc1ccc(NC(=O)c2onc(C)c2Cl)cc1	i	i	-6	1.4	i	1	i	i	i	i	i
O=C(NCCCN1CCCC1)c1cc2c(Cl)nc3ccccc3c2s1	-6.6*	-7.7*	9	0.3	i	7	i	i	i	i	i
O=C(C1=C[C@H](c2ccc(C(F)(F)F)cc2)C[C@H](OCCCCO)O1)N1CCN(Cc2ccc3c(c2)OCO3)CC1	i	i	1	-1.0	i	3	i	i	i	i	i
COc1ccc(N2CCN(C(CNC(=O)C(=O)NCCCn3ccnc3)c3ccco3)CC2)cc1 (centres undefined)	i	-4.9*	-9	-0.1	i	-3	i	i	i	i	i
CCOc1ccc(N2CC(C(=O)NCc3ccc(C)n3C)CC2=O)cc1 (centres undefined)	i	i	.	.	i	.	i	i	i	i	i
CCOC(=O)c1c(P(=O)(N2CCOCC2)N2CCOCC2)noc1N	i	i	-2	-1.0	i	.	i	i	i	i	i
O=C(CS(=O)(=O)c1ccccc1)Nc1nc2ccccc2s1	i	i	-5	1.1	i	-34	i	i	i	i	i
COc1cc(C2C3=C(CC(C)(C)CC3=O)N(C)C(=O)N2C)cc(OC)c1OC (centres undefined)	i	i	4	-0.1	i	15	i	i	i	i	i
O=C1Nc2ccc(S(=O)(=O)N3CCOCC3)c3cccc1c23	i	i	-3	2.8	i	12	i	i	i	i	i
CC1(C)COCN1S(=O)(=O)c1ccc(C(=O)Nc2nnc(-c3ccc(Cl)s3)o2)cc1	i	i	101*	-0.6	i	0	i	i	i	-5*	80*
Cc1nc(C(F)(F)F)ccc1C(=O)Nc1ccc(C(F)(F)F)cn1	i	i	-5	-0.3	i	-2	i	i	i	i	i
Cc1ccccc1NC(=O)COC(=O)/C=C/c1cn(-c2ccccc2)nc1-c1cccnc1	i	i	-8	-0.3	i	-5	i	i	i	i	i
O=C(Nc1cccnc1)c1ccc(Cl)c(S(=O)(=O)N2CCc3ccccc32)c1	i	i	-2	-0.8	i	5	i	i	i	i	i
Cc1ccc(N(C)S(=O)(=O)c2cccc(C(=O)Nc3nc4ccccc4[nH]3)c2)cc1	i	i	?	1.4	i	4	i	i	i	i	i
O=C(O)c1ccc(Cn2nnc3sc4c(c3c2=O)CCCC4)cc1	i	i	6	0.9	i	-9	i	i	i	i	i
Cc1ccc(Cl)cc1NS(=O)(=O)Cc1ccccc1	i	i	-2	0.2	i	-4	i	i	i	i	i
CC(=O)N1CCc2cc(NC(=O)c3ccc(C)cc3)ccc21	i	i	.	-0.1	i	6	i	i	i	i	i
Cc1ccc(C)c(-c2[nH]ncc2CN2CCCC(CO)(Cc3ccccc3C)C2)c1 (centres undefined)	i	i	-3	-1.2	i	24	i	i	i	i	i
CCOC(=O)c1ccc(N2C(=O)Cc3ccccc3C2=O)cc1	i	i	3	0.2	i	3	i	i	i	i	i
Nc1ccccc1NC1=CC(=O)CC(c2ccccc2)C1 (centres undefined)	i	i	14	1.5	i	0	i	i	i	i	i
Cc1cc(=O)oc2cc(NC(=O)C3CC(=O)N(Cc4ccccc4)C3)ccc12 (centres undefined)	i	-7.8*	0	0.4	i	6	i	i	i	i	i
CCOC(=O)N/N=C\c1ccc(-c2cc(Cl)ccc2Cl)o1	i	i	-20	-0.7	i	-6	i	i	i	i	i
Cc1sc2c(c1C)C(=O)NC(c1cccc(O)c1)N2 (centres undefined)	i	i	?	.	i	-2	i	i	i	i	i
COc1ccccc1CNC(=O)CCC(=O)Nc1nnc(C(C)C)s1	i	i	0	0.0	i	-3	i	i	i	i	i
COc1ccc(CCNC(=O)C2CCN(c3ccc(N4CCOCC4)nn3)CC2)c(OC)c1	i	i	-1	0.5	i	-10	i	i	i	i	i
CCOc1cc2[nH]c(=S)n(CC3CCCO3)c(=O)c2cc1OCC (centres undefined)	i	i	-2	-0.2	i	-1	i	i	i	i	i
CCNC(=O)CN(c1ccc(C)cc1)S(=O)(=O)c1ccccc1	i	i	3	-0.2	i	3	i	i	i	i	i
OC(COc1ccc2c(c1)OCO2)CN1CCN(c2ccccc2)CC1 (centres undefined)	i	i	-1	0.2	i	10	i	i	i	i	i
CCc1cccc(Nc2c3c(nc4ncnn24)CCC3)c1	i	i	0	-0.3	i	-6	i	i	i	i	i
O=C(C1CCCO1)N1CCN(S(=O)(=O)c2cc(F)ccc2F)CC1 (centres undefined)	i	i	-5	0.3	i	-7	i	i	i	i	i
CCCC(=O)Nc1cc(OC)c(OC)cc1C(=O)O	i	i	3	1.7	i	-10	i	i	i	i	i
CCc1nc(SCc2ccc(OCC(C)C)cc2)n[nH]1	i	i	12	2.8	i	-1	i	i	i	i	i
Cc1[nH]n(-c2ccccc2)c(=S)c1C=Nc1cccc([N+](=O)[O-])c1	i	i	-3	1.7	i	19	i	i	i	i	i
COc1ccc(C(=O)NN)cc1	i	i	-1	0.8	i	3	i	i	i	i	i
Brc1cc(Br)c2ncnc(N3CCCCC3)c2c1	i	i	11	0.1	i	0	i	i	i	i	i
Cc1cc(S(=O)(=O)N(Cc2ccccc2Cl)c2ccc3c(c2)CCC3)ccc1-n1cnnn1	i	i	5	-0.8	i	0	i	i	i	i	i
O=[N+]([O-])c1ccc(Oc2ccc(S(=O)(=O)N3CCOCC3)cc2)cc1	i	i	-3	0.7	i	.	i	i	i	i	i
CCc1nc(N)c(C#N)c(-c2ccc(O)c(OC)c2)c1C	i	i	-2	-0.4	i	5	i	i	i	i	i
O=C1c2ccccc2-c2onc3c(N4CCN(CCO)CC4)cc(N4CCN(C(=O)c5ccco5)CC4)c1c23	-7*	i	16	-1.7	i	12	i	i	i	i	i
O=C1c2cccc([N+](=O)[O-])c2C(=O)N1c1c[nH]c(=O)[nH]c1=O	i	i	0	-0.5	i	9	i	i	i	i	i
Cc1nc(SCC(=O)c2ccccc2)n[nH]1	i	i	-1	1.0	i	1	i	i	i	i	i
S=c1[nH]nc(COc2ccccc2)n1Cc1ccccc1	i	i	-3	0.5	i	6	i	i	i	i	i
COc1ccc(CNN2CCCCC2C(=O)Nc2ccc(OC)c(OCC(C)C)c2)cc1OC (centres undefined)	i	i	-3	-0.9	i	0	i	i	i	i	i
COC(=O)C(NS(=O)(=O)c1ccccc1Cl)c1ccccc1 (centres undefined)	i	i	-10	-0.3	i	0	i	i	i	i	i
CN1CCN(/N=C/c2ccc(-c3ccccc3)cc2)CC1	i	i	-2	2.4	i	12	i	i	i	i	i
Cc1ccc(/C(O)=C2\C(=O)C(=O)N(C)C2c2ccccc2[N+](=O)[O-])cc1 (centres undefined)	i	i	-4	-0.5	i	11	i	i	i	i	i
CC(C)(C)SCCNC(=O)CN1C(=O)c2ccccc2S1(=O)=O	i	i	-5	.	i	1	i	i	i	i	i
COc1cccc(CC2(CO)CCCN(Cc3ccccc3-c3ccco3)C2)c1 (centres undefined)	i	i	6	-0.1	i	-4	i	i	i	-7*	i
Cc1ccccc1N1C(=O)C(Cl)=C(N2CCCCCC2)C1=O	i	i	10	-0.2	i	1	i	i	i	i	i
CCOC(=O)c1c(C)[nH]c(N=Nc2cc(C(=O)O)cc(C(=O)O)c2)c1C	i	i	-1	0.7	i	-3	i	i	i	i	i
O=C1/C(=C/c2ccccc2)CCCc2ccccc21	i	i	21	-0.6	i	5	i	i	i	i	i
Cc1ccc(NC(=O)c2cccc(OCc3c(C)noc3C)c2)cc1	i	i	-11	-2.2	i	0	i	i	i	i	i
COC(=O)c1c(NC(=O)C(C)C)sc2c1C(C(=O)OC)CC2 (centres undefined)	i	i	17	-41	i	1	i	i	i	i	i
CCOC(=O)c1cccc(NC(=O)CCc2nc(-c3ccccc3F)no2)c1	i	i	-2	0.1	i	10	i	i	i	i	i

(listing goes on)
SMILES	TRPC6 inh	MrgX1 antagonist	SKKanGAS inh	HIF act	RGS4 pot	Platelet DG rel	TRPC6 act	RGS4 block	MrgX1 allo act	TRPC4 block	MrgX1 ag
CCCCN(C)/C=N/c1c(C#N)cnn1-c1ccc(C)cc1	i	i	8	0.0	i	6	i	i	i	i	i
Cc1[nH]n(CCC#N)c(=O)c1CC(=O)N1CCN(c2ccccc2)CC1	i	i	1	-0.1	i	3	i	i	i	i	i
O=C(NC1CCCCC1)C1CC(=O)N(CCc2ccccc2)C1 (centres undefined)	i	i	2	-0.2	i	1	i	i	i	i	i
CC1CCN(S(=O)(=O)N2CCC(C(=O)NCCN3CCOCC3)CC2)CC1	i	i	7	-0.9	i	1	i	i	i	i	i
Cc1ccc(C(=O)Nc2cc(Cl)ccc2-n2cncn2)o1	i	i	21	0.1	i	4	i	i	i	i	i
COc1ccccc1/C=C/C(=O)OCCN1C(=O)c2ccccc2C1=O	i	i	-11	-1.1	i	.	i	i	i	i	i
C=CCNc1nc(C(=O)OCC(=O)c2ccc(OC)cc2OC)cs1	i	i	-7	2.3	i	1	i	i	i	i	i
COc1ccc(-c2cc(C(=O)NCCc3ccccc3)no2)cc1OC	i	i	-18	-0.2	i	-3	i	i	i	i	i
CC1CC(=O)Nc2ccccc2N1S(=O)(=O)c1cccc(F)c1 (centres undefined)	i	i	1	0.1	i	-16	i	i	i	i	i
Cn1nc(C(F)(F)F)c(-c2ccc(F)cc2)c1NC(=O)CSCC(=O)O	i	i	1	-0.2	i	5	i	i	i	i	i
CN(CC(=O)Nc1ccc(Cl)c(C(F)(F)F)c1)C(=O)c1ccc2c(c1)OCCO2	i	i	-7	-0.1	i	-11	i	i	i	i	i
